# FBW7 activator – FBW7 E3 ligase activators, primary screen, biochemical, AlphaScreen, human. F-box/WD repeat-containing protein 7 (Homo sapiens), Q969H0. AlphaScreen FBW7–phospho-cyclin E peptide binding, activator screen. normalized activity (activation), % at 26.1 µM. hit rate 0.13% among 650,000. AID 1259310, 2017; in the data active = normalized activity above about 1.9%;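 also: purified mutant Fbw7 with reduced substrate affinity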
# Target sequence (Q969H0 whole entry, looked up): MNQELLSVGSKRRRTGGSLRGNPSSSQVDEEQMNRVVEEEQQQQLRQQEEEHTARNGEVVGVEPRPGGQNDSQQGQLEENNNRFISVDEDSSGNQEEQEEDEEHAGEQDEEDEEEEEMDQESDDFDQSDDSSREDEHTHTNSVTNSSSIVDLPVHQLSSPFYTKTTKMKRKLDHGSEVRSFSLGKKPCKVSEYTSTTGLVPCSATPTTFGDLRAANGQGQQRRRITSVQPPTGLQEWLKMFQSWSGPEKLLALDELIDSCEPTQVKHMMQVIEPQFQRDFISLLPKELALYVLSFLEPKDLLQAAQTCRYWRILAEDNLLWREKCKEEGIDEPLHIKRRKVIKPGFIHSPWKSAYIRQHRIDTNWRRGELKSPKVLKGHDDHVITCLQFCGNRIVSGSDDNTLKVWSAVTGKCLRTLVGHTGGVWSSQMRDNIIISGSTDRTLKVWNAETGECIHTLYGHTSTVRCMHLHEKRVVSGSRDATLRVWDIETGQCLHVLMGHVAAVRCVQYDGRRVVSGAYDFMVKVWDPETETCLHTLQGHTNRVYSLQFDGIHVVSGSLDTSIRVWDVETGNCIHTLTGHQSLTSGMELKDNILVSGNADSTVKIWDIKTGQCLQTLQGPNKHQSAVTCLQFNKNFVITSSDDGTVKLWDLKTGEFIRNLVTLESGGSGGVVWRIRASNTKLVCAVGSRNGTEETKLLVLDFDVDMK
# GPR151 ag – activators of human GPR151, primary screen, cell-based, PathHunter beta-arrestin, luminescence. activation, % at 11.2 µM. G-protein coupled receptor 151 (Homo sapiens), Q8TDV0. PathHunter beta-arrestin GPR151 cells. hit rate 1% among 650,000; in the data active = activation above about 4.9%;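 also: 0% = median of compound wells and 100% = cells with positive control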
# Target sequence (Q8TDV0 whole entry, looked up): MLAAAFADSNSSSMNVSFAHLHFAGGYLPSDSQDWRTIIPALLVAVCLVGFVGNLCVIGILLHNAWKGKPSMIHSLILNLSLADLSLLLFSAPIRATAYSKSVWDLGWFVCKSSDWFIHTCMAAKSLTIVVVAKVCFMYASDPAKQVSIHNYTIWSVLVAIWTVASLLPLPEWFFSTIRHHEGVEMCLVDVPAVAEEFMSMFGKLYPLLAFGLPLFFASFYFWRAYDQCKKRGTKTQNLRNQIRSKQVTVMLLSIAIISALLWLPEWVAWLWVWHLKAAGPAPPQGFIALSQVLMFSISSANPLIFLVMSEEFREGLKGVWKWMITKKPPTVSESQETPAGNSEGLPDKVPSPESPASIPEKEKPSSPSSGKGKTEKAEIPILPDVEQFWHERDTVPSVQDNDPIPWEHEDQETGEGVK
# MITF inh – MITF inhibitors, primary screen, biochemical, AlphaScreen, human | Microphthalmia-associated transcription factor (Homo sapiens), O75030 | AlphaScreen MITF homodimerization, bead proximity signal | inhibition, % at 2.6 µM | hit rate 0.91% among 650,000 | AID 1259374, 2018; in the data active = inhibition above about 50%;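 also: 0% = vehicle wells with protein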
# TEAD-YAP inh – TEAD-YAP interaction inhibition, primary screen, TEAD-YAP interaction inhibitor project, luminescence, HEK-TIYL cells. hit rate 1.4% among 640,000. inhibition, % at 9.12 µM. TEAD-Gal4/YAP UAS-luciferase luminescence; in the data active = inhibition above about 32%;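 also: 0% = median of test compound wells and 100% = reference inhibitor wells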
# * marks the source's active call; other numbers are inactive results; / = not tested or not shown; & = joins results of further samples. Not a hit list; about 3.4% have a hit in one of these screens.
SMILES,FBW7 activator,GPR151 ag,MITF inh,TEAD-YAP inh
O=C(Nc1ccccc1)O/N=C/c1ccc(Br)cc1,0.2,-3.6,9.1,-79.8
CCCn1c(=O)c2ccccc2n2c(SCC(=O)C(C)(C)C)nnc12,0.0,-0.9,4.3,8.9
COc1ccc(CCNCC(=O)NCc2ccccc2OC)cc1,0.0,0.1,8.4,-6.9
COc1ccccc1-c1nnc(SCc2ccc([N+](=O)[O-])cc2)o1,0.1,0.8,6.2,7.4
COc1cccc(CNc2ccc(N3CCOCC3)c(C(=O)O)c2)c1OC,-0.3,-0.7,-0.8,-18.4
O=[N+]([O-])c1ccc(CNc2ccc(Cl)cc2)s1,1.0,-0.2,8.7,20.1
CCc1ccc(N=c2c([N+](=O)[O-])nn(-c3ccc(OC)cc3)n2O)cc1,-0.4,-1.2,19.5,-4.9
Cc1nnnn1CC(=O)Nc1ccc(F)cc1,0.0,-0.5,-5.1,4.1
OCC1(CC2CCCCO2)CCN(Cc2cnc(-c3ccccc3)s2)CC1 (centres undefined),-0.1,-1.3,-3.0,-5.8
CC1CCN(C(=O)C(C)N(c2ccc(Cl)cc2)S(C)(=O)=O)CC1 (centres undefined),0.0,0.9,-1.3,-3.6
O=C(CN(c1cc(C(F)(F)F)ccc1Cl)S(=O)(=O)c1ccccc1)NC1CC2CCC1C2 (centres undefined),0.0,-0.9,11.4,12.6
CCOc1cc(/C=N/NC(=O)C(=O)NCc2ccccn2)ccc1O,-0.1,1.6,3.5,10.1
CCS(=O)(=O)c1ccc2c(c1)N(Cc1ccncc1)C(=O)C(C)O2 (centres undefined),0.0,3.7,12.7,1.3
CCOC(=O)Cc1csc(NC(=O)c2cc3nc(-c4ccc5c(c4)OCO5)cc(C(F)(F)F)n3n2)n1,0.0,2.3,-1.0,2.4
Cc1cccc(-n2c(CNC(=O)c3ccccc3F)n[nH]c2=S)c1,0.0,-0.1,-11.3,2.5
O=C1CNC(=O)N1C12CC3CC(CC(C3)C1)C2,-0.1,0.2,-5.0,5.8
CCc1nnc(NC(=O)CSc2ccc(-c3ccc4c(c3)OCCO4)nn2)s1,0.1,-0.5,12.3,-23.9
O=C(CSc1ccc(C(=O)Nc2ccccc2C(F)(F)F)cc1[N+](=O)[O-])NCCc1ccccc1,0.1,0.2,8.1,5.4
COc1ccc(Cc2noc(-c3ccccc3Cl)n2)cc1OC,0.0,0.3,1.1,-0.1
COc1ccc(NC(=O)[C@@H](NC(=O)c2ccccc2F)C(C)C)cc1Cl,0.2,2.2,14.1,-12.1
N#C/C(=C/c1ccc(N2CCOCC2)o1)c1cccc(F)c1,-0.2,0.4,4.7,-24.0
O=C(CN(CCc1ccccc1)C(=O)CN1C(=O)COc2ccccc21)NCc1ccco1,0.5,4.3,10.6,13.7
O=C(CSc1nnc(-c2ccccc2O)n1Cc1ccccc1)Nc1ccc(Br)cc1,-0.2,-0.1,-8.2,4.8
Cc1cccc(NS(=O)(=O)c2ccc(Cl)c(C(=O)O)c2)c1,0.1,-1.0,13.4,-13.4
Cc1ccc2cccc(OCc3cccc([N+](=O)[O-])c3)c2n1,0.0,-1.0,16.4,7.4
Cc1ccc(-c2cc(C(=O)Nc3ccc([N+](=O)[O-])cc3)c3cccc(Cl)c3n2)cc1C,-0.1,-1.3,1.4,15.5
COc1ccc(NC(C)C(=O)N/N=C/c2ccc(OC)cc2OC)cc1 (centres undefined),0.0,2.3,14.9,2.3
COCc1ccc(CN2CCCC(CCC(=O)NCc3ccc(C)o3)C2)o1 (centres undefined),-0.1,1.9,7.2,4.4
C=CCOC(=O)C1=C(C)NC(=O)NC1c1cc(OC)c(OC)cc1Br (centres undefined),0.4,0.1,20.2,12.5
O=C(CCC(=O)Nc1ccc(Br)cc1)N/N=C/c1ccc(F)cc1,0.0,6.4*,11.1,9.9
O=c1[nH]c(NCCCO)c(Br)c(=O)[nH]1,-0.1,0.0,11.6,1.9
CCC(C(=O)Nc1ccc(Br)cc1C(=O)O)c1ccccc1 (centres undefined),1.1,0.3,11.1,-4.9
O=c1oc2ccccc2nc1/C=C(\O)c1ccc([N+](=O)[O-])cc1,-0.1,0.0,14.9,-4.4
O=C(Cn1cnc2sc3c(c2c1=O)CCC3)Nc1ccc([N+](=O)[O-])cc1,0.3,0.4,18.8,0.8
COCCNc1c(-c2ccccc2)nc2cc(C)ccn12,0.0,0.5,-0.7,-29.9
COc1ccc(-n2c(=O)[nH]cc(C(=O)Nc3ccc(C(N)=O)cc3)c2=O)cc1OC,-0.1,1.8,-13.8,-1.8
O=C1CC(NCc2ccco2)C(=O)N1c1ccc(F)cc1 (centres undefined),-0.2,0.3,0.5,-7.9
CCCCOc1ccc(S(=O)(=O)N2CCSC2c2ccccc2OC)cc1 (centres undefined),0.0,-0.5,-3.3,5.2
CCOC(=O)c1sc(N2C(=O)C(O)=C(C(=O)c3ccco3)C2c2ccc(OC)cc2)nc1C (centres undefined),0.3,-1.3,18.5,-7.7
Cc1cccc(C(=O)Nc2ccccc2C(=O)Nc2ccc(C(=O)O)cc2)c1,0.2,4.2,10.1,4.2
CC1CCCN(Cc2ccc(C(N)=O)c(=O)[nH]2)C1 (centres undefined),0.3,-1.3,8.6,-5.2
COc1ccc(C2Nc3ccccc3C(=O)N2c2ccccc2)cc1CSc1ccccn1 (centres undefined),0.1,-0.6,-5.2,-22.3
CC1=CC(=O)c2ccccc2C1=O,0.1&0.1&0.1,-0.2&0.5&-0.7,5.7&2.1&18.0,-3.5&1.4&-0.4
CCOC(=O)c1sc2nc(CC(=O)OC)nc(NCCN(CC)CC)c2c1C,-0.1,-1.4,-0.7,3.3
CCOc1cc(C2NC(C(=O)O)CS2)ccc1OCc1ccc(Cl)cc1 (centres undefined),0.0,-1.1,-2.6,7.3
O=C(NC1CC1)c1ccc(-c2nc(NCCN3CCOCC3)c3ncn(-c4ccsc4)c3n2)cc1,0.1,1.7,4.1,37.4*
COCCOC(=O)C1=C(C)NC2=C(C(=O)CC(c3ccc(OC)cc3)C2)C1c1ccc(Br)cc1 (centres undefined),0.1,0.9,-0.2,-0.1
CNC(=O)C(C)n1sc2ccccc2c1=O (centres undefined),-0.1,0.3,6.7,0.6
Cc1ccc(NC(=O)N2CCCC(c3nc4ccccc4[nH]3)C2)cc1 (centres undefined),0.0,0.2,-19.7,-13.2
CC(C)c1ccc(C2CC(=O)NC(SCC(=O)Nc3cccc(C(F)(F)F)c3)=C2C#N)cc1 (centres undefined),0.1,1.6,13.6,-4.0
# Next compounds
SMILES,FBW7 activator,GPR151 ag,MITF inh,TEAD-YAP inh
CCc1ccc2[nH]c3nc(N/N=C/c4ccc(O)c(OC)c4)nnc3c2c1,0.0,-0.7,8.7,-2.6
COc1cccc(/C=C2/C(=O)N(c3ccc([N+](=O)[O-])cc3)N=C2C)c1O,0.0,0.0,1.2,-30.8
CC(C)N1CCN(Cc2cccn2-c2nccs2)CC1CCO (centres undefined),0.0,-2.0,0.7,6.2
OCCNc1cc(Nc2ccc(N3CCOCC3)cc2)ncn1,-0.1,2.1,-1.6,-7.7
O=C(N1CCCC1c1nc(-c2ccncc2)n[nH]1)C1(c2ccc(Cl)cc2)CCC1 (centres undefined),1.2,-1.5,9.9,10.4
Cc1ccc(C(=O)Nc2ncn[nH]2)cc1I,-0.1,0.0,3.1,-1.3
CSc1nnc(CCNS(=O)(=O)c2ccccc2Br)n1C,0.2,-0.3,-0.7,-3.7
COc1cccc(NC(=O)C2(NS(=O)(=O)c3cccc4cccnc34)CCCCC2)c1,-0.1,1.6,0.1,1.3
Cc1ccc2oc(-c3ccc(C)c(NC(=O)c4cccc(F)c4)c3)nc2c1,1.0,-1.3,22.2,3.5
CCCCN(CC)C(=O)CSc1nc2ccsc2c(=O)n1CCc1ccccc1,-0.2,1.1,-3.5,-3.4

# Laid out differently: entries from further up.
# Every second line gives: FBW7 activator	GPR151 ag	MITF inh	TEAD-YAP inh
CCc1ccc2[nH]c3nc(N/N=C/c4ccc(O)c(OC)c4)nnc3c2c1
 : 0.0	-0.7	8.7	-2.6
COc1cccc(/C=C2/C(=O)N(c3ccc([N+](=O)[O-])cc3)N=C2C)c1O
 : 0.0	0.0	1.2	-30.8
CC(C)N1CCN(Cc2cccn2-c2nccs2)CC1CCO (centres undefined)
 : 0.0	-2.0	0.7	6.2
OCCNc1cc(Nc2ccc(N3CCOCC3)cc2)ncn1
 : -0.1	2.1	-1.6	-7.7

# Results in GPR151 ag and FBW7 activator (four entries from above):
structure	GPR151 ag	FBW7 activator
Cc1ccc(C(=O)Nc2ncn[nH]2)cc1I	0.0	-0.1
CSc1nnc(CCNS(=O)(=O)c2ccccc2Br)n1C	-0.3	0.2
COc1cccc(NC(=O)C2(NS(=O)(=O)c3cccc4cccnc34)CCCCC2)c1	1.6	-0.1
Cc1ccc2oc(-c3ccc(C)c(NC(=O)c4cccc(F)c4)c3)nc2c1	-1.3	1.0

# Next section:
SMILES,FBW7 activator,GPR151 ag,MITF inh,TEAD-YAP inh
COC(=O)C1=C(C(=O)OC)SC(=C2C(=S)C(C)(C)N(C(=O)CN3C(=O)c4cccc5cccc(c45)C3=O)c3cc(C)ccc32)S1,-0.1,1.9,0.8,7.4
Cc1ccc(S(=O)(=O)Nc2cc(N3CCCS3(=O)=O)ccc2C)c(C)c1,0.1,-0.1,1.7,10.3
Cc1nc(C(C)NC(=O)c2sc3ncnc(N4CCCCC4)c3c2C)cs1 (centres undefined),0.1,0.5,-12.1,-0.6
CCc1cc2c(cc3c(=O)n(CC(=O)NCc4cccc(OC)c4)nc(CC)n32)s1,0.6,0.8,1.7,7.8
COC(=O)c1ccc(C(=O)OC)c2c(C(=O)OC)ccc(C(=O)OC)c12,0.2,0.4,8.2,0.1
O=C(CSc1nnc(NC(=O)C2CCCCC2)s1)NCc1ccc2c(c1)OCO2,0.0,0.5,2.5,2.4
Cc1cccnc1NC(=O)c1c(O)c2cccc3c2n(c1=O)CCC3,0.1,-2.0,15.4,-12.1
CS(=O)(=O)N(CC(=O)NCc1cccnc1)c1ccc(Cl)cc1,0.0,1.8,-7.6,-0.9
CCN(C(=O)Cn1c(=O)oc2ccccc21)C1CCS(=O)(=O)C1 (centres undefined),0.0,4.4,-0.4,2.6
CCCCC(=O)Nc1nnc(COC)s1,0.1,-0.7,22.5,-0.9
COc1cc(C2C(C(=O)OC3CCCC3)=C(C)NC3=C2C(=O)CC(c2ccc(Cl)cc2)C3)ccc1OC(C)=O (centres undefined),0.1,5.5*,4.8,5.1
NC(=O)Cn1c(=O)n(Cc2ccccc2Cl)c(=O)c2cccnc21,0.1,-0.1,-2.2,2.7
COc1ccc(NC(=O)C2CC(O)CN2C(=O)OCc2ccccc2)cc1 (centres undefined),0.0,-0.8,7.5,7.4
CCOc1ccc(C2C(C(=O)OC3CCCC3)=C(C)NC3=C2C(=O)CCC3)cc1OC (centres undefined),0.1,-0.4,8.1,5.6
N/C(=N\OC(=O)c1cccc(Cl)c1)c1ccccn1,0.0,-5.7,12.1,49.3*
COC(=O)C(Cc1ccccc1)NS(=O)(=O)c1ccc(Br)cc1 (centres undefined),-0.1,-1.6,-3.4,1.5
O=c1c(Cl)c(Cl)cnn1Cc1ccc(Br)cc1,-0.2,0.9,-3.8,10.6
O=C(CNc1ccc(Br)cc1)N/N=C/c1ccc(Cl)cc1,0.1,-1.6,15.5,5.3
Fc1ccc(CSc2ncnc3c2c(-c2ccccc2)cn3-c2ccc(F)cc2)cc1,0.1,1.4,11.7,2.9
CC1=C(C(=O)Nc2cccnc2)C(c2ccccn2)n2nnnc2N1 (centres undefined),-0.1,-1.2,4.4,8.2
COc1ccc(CN2CCN(C3CCN(Cc4ccccc4)CC3)CC2)cc1OCc1ccccc1,-0.1,-0.8,29.1,4.0
O=C1NC(=O)N(C2CC(O)C(CO)O2)CC1F (centres undefined),0.6,-1.0,21.3,/
CCOC(=O)c1c(NC(=O)COC(=O)C(CCSC)NC(=O)c2ccccc2)sc2c1CCC2 (centres undefined),0.0,0.5,10.6,1.7
FC(F)(F)c1n[nH]c(=S)n1Cc1cccnc1,0.2,1.3,-5.6,4.4
Cc1ccc(CNc2ccc3ncc(-c4cncnc4)n3n2)c(C)c1,0.0,0.3,-3.1,-0.9
O=C(Nc1cccnc1)NC1CC(=O)N(c2ccccc2)C1 (centres undefined),-0.2,1.1,2.8,-0.2
CCOC(=O)N1CCC(NS(=O)(=O)c2ccc(OCC)c3ncccc23)CC1,0.3,0.6,20.6,0.6
COc1ccccc1NC(=O)CCN1CCN(C/C=C/c2ccccc2)CC1,-0.1,-1.0,-10.4,0.4
CC(=O)Nc1ccc(Nc2cc(Nc3ccc(N4CCOCC4)cc3)ncn2)cc1,0.0,-2.8,15.9,-4.6
Cc1c(C(=O)Nc2ccc(F)cc2Cl)sc2ncnc(N3CCC(C)CC3)c12,-0.1,0.3,-9.1,0.4
Cc1cc(C)cc(OCC(O)CNC(C)C)c1 (centres undefined),0.1,0.9,15.3,9.7
Nc1cccc(-c2nc(C(=O)NCc3ccccc3)cs2)c1,0.2,0.8,9.4,-6.0
CCOC(=O)C1=C(C)N=c2s/c(=C/c3cc(OC)c(O)cc3Br)c(=O)n2C1c1ccc(OC)cc1 (centres undefined),0.2,0.2,5.5,1.9
CCOC(=O)C1(CCOc2ccccc2)CCN(Cc2ccncc2)CC1,-0.1,-0.5,-3.6,4.9
Clc1ccc(-c2cnc3c(NCc4cccs4)nccn23)cc1,-0.1,0.5,17.6,6.2
CCc1ccc(C(=O)CSc2n[nH]c(N)n2)cc1,0.0,-1.9,16.5,-15.8

# Assay outcomes (PubChem)
